# Screening data as filed in PubChem BioAssay.
# UBC13 inh – human UBC13 polyubiquitination inhibition; P61088; UBC13 polyubiquitin chain formation, TR-FRET; inhibition, % at 20 µM; 330,000 compounds, 0.47% hits; AID 485273; in the data active = inhibition above about 45%, passing the limit was not always enough
# Target sequence (P61088 whole entry, looked up): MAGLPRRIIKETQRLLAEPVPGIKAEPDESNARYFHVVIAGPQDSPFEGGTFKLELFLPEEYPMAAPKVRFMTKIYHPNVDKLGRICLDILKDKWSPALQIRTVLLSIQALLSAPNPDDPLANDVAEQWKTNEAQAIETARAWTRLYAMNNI
# Apaf1 inhib – blocks human Apaf-1 apoptosome activity; O14727; reconstituted apoptosome caspase-3 activity, DEVD-Rh110 fluorescence; inhibition, % at 20 µM; 330,000 compounds, 0.71% hits; AID 489030; active = inhibition of at least 40% at 20 µM;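 also: plate controls were DMSO wells for no effect and DEVD-CHO caspase inhibitor wells for full effect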
#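 Medium: Hepes buffer, pH 7.5 / System: biochemical Apaf-1 apoptosome reconstitution / Measured by: Rh110 fluorescence, excitation 480 nm, emission 540 nm / Times: compound with Apaf-1, dATP, procaspase-3 30 min, then 50 min reaction, room temperature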
# EBI2 block – EBI2 (human) antagonism; P32249; EBI2 beta-arrestin recruitment, luminescence, 7a,25-OHC stimulated; inhibition, % at 5 µM; 360,000 compounds, 0.81% hits; in the data active = inhibition above about 38%;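 also: enzyme fragment complementation signal reports receptor beta-arrestin coupling in cells; 0% = agonist plus DMSO wells and 100% = wells without agonist; some results beyond the cut were filed as inactive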
# 697 NFkB inh – lowers PMA/ionomycin-induced NF-kB signal in 697 B cells; 697 B-cell NF-kB luciferase reporter, 16 h; inhibition, % at 4 µM; 330,000 compounds, 0.33% hits; AID 435022; in the data active = inhibition above about 35%
# Jurkat NFkB inh – lowers PMA/ionomycin-induced NF-kB signal in Jurkat cells; PMA/ionomycin-induced NF-kB luciferase reporter, luminescence; inhibition, % at 4 µM; 330,000 compounds, 0.53% hits
# SENP8 block – inhibitors of human SENP8 protease. inhibition, % at 10 µM. Q96LD8. purified SENP8, Z-RLRGG-aminoluciferin cleavage, luminescence. 330,000 compounds, 1.2% hits
# Target sequence (Q96LD8 whole entry, looked up): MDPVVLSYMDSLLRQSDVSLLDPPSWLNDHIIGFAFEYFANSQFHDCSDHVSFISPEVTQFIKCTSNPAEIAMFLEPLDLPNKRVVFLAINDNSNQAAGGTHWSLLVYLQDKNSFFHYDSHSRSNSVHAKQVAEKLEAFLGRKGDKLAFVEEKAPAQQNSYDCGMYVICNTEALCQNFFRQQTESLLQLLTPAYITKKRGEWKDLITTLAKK
# Gli-Sufu antag – Gli-Sufu pathway antagonism; inhibition, % at 5 µM; Sufu-KO-LIGHT fibroblasts, Gli luciferase reporter luminescence; 340,000 compounds, 0.74% hits;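 active = inhibition above about 55%, limit read from the data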;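 also: 0% = DMSO-treated cells and 100% = wells with medium but no cells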
# CCR6 antagonist – CCR6 (human) receptor antagonism; inhibition, % at 20 µM; 340,000 compounds, 0.49% hits; CHO-K1 CCR6 PathHunter beta-arrestin, luminescence, CCL20-stimulated;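 active = compounds whose inhibition of the agonist-driven luminescence signal at 20 µM reaches about 50%, limit read from the data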;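 also: cells stimulated with CCL20 at 14 nM final; plate controls were DMSO with CCL20 for no effect and DMSO without agonist for full effect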
# Target sequence (P51684 whole entry, looked up): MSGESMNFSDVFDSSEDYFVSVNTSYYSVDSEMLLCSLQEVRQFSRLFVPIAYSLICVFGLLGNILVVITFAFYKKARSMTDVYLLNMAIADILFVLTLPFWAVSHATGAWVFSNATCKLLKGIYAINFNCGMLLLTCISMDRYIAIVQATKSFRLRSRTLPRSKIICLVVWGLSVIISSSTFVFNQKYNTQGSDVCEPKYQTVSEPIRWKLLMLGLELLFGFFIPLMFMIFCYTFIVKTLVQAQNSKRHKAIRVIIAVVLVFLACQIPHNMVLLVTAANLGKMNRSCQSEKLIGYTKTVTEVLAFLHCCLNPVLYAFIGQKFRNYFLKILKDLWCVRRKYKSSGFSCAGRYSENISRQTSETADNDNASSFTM
# * marks the source's active call; other numbers are inactive results; . = no result given. Rule as the data show it, unless noted: active = inhibition above about 50%; inactive = the rest.
SMILES,UBC13 inh,Apaf1 inhib,EBI2 block,697 NFkB inh,Jurkat NFkB inh,SENP8 block,Gli-Sufu antag,CCR6 antagonist
O=C(NCC1CCCO1)c1ccc(COc2ccccc2)o1 (stereo not drawn),-9,-4,9,2,6,9,-5,14
Cc1cccnc1Nc1nc(-c2ccccc2)cs1,-4,26,16,-252,-152,92*,-99,0
CCOP(=O)(OCC)C(NC(=O)Nc1ccc(Cl)cc1)c1ccccc1 (stereo not drawn),-8,-8,-11,18,2,7,1,-1
CCn1c2ccccc2c2cc(NC(=O)CSc3nnc(-c4cccc(OC)c4)n3N)ccc21,-5,7,8,12,-41,-4,9,1
NC(=O)C1CCN(CC(=O)NC2CCCc3ccccc32)CC1 (stereo not drawn),-2,-10,3,4,8,4,-2,-11
Cc1ccccc1NC(=S)N(CCc1c(C)[nH]c2ccc(F)cc12)Cc1ccncc1,12,6,18,3,-4,-4,59*,0
COc1cc(CCC(=O)OCC(=O)Nc2ccccc2C#N)cc(OC)c1OC,-1,0,-1,20,9,6,7,10
COc1ccc(S(=O)(=O)N(C)c2ccc(C(=O)NCC3CCCO3)cc2)cc1OC (stereo not drawn),4,5,5,17,-4,0,-6,4
CSC1=NCCN1C(=O)C(C)Oc1ccccc1 (stereo not drawn),-4,-5,-2,12,-14,0,-11,6
COc1ccccc1CC(NC(C)=O)C(=O)N1CCN(C(=O)c2cccs2)CC1 (stereo not drawn),2,-10,-5,18,-10,-13,4,12
O=C(NNC(=O)c1cc2ccccc2cc1O)Nc1ccc(F)cc1F,4,6,3,8,8,0,-9,9
O=C(Nc1ccccc1)Nc1csc2ccccc12,7,-6,-3,-27,-30,14,-22,2
O=C1c2cccnc2C(=O)N1Cc1cccs1,-6,8,-6,-4,6,-1,9,-2
CN(C)c1cc(NC(=O)CNC(C)(C)C)c2ccccc2n1,2,-9,4,11,7,3,2,6
N#CC(Cc1cc2ccccc2n1S(=O)(=O)c1ccccc1)OCc1ccccc1 (stereo not drawn),.,13,17,-17,.,.,1,22
CCOC(=O)/C(=N\Nc1ccccc1Cl)N1CC(C)OC(C)C1 (stereo not drawn),-17,12,11,-16,-1,-9,-8,18
Cc1cc(C)n2nc(C(=O)N/N=C/c3cn(C)nc3C)nc2n1,4,6,-1,-10,2,-6,6,3
CCOc1ccc(NC(=O)c2cccnc2SC)cc1,-2,0,0,-16,-12,-7,-47,21
Cc1ccc(S(=O)(=O)N2CCC(=O)N(C(COCc3ccc(C(F)(F)F)cc3)C(C)C)CC2)cc1 (stereo not drawn),10,19,17,2,7,-10,24,14
Cc1ccc(C(=O)Oc2coc(CSc3nnc(NC(=O)c4cccs4)s3)cc2=O)cc1,-3,5,-9,3,-2,-2,1,-22
Cn1c(N)c(C(=O)CSc2nnc(C3CC3)n2N)c(=O)n(C)c1=O,19,-11,-4,4,4,6,0,-2
CCc1c(C2(O)CCCCC2)[nH]c2cnccc12,16,10,-16,4,-9,-12,-10,8
CCc1c(C)nc2cc(-c3ccc(OC)c(OC)c3)nn2c1N1CCCC1,12,13,31,-46,-6,4,54,-9
CCOc1cc2nc3c4ccccc4n(C)c3nc2cc1OCC,-30,5,37,-8,-15,-6,-7,14
CC(NC(=O)c1ccc(CS(C)(=O)=O)cc1)C1CC2CCC1C2 (stereo not drawn),2,-4,3,5,5,-7,-7,13
CC(=O)N1CCc2cc(S(=O)(=O)C(C)CC(=O)NCc3ccc(C)o3)ccc21 (stereo not drawn),-4,-15,2,-7,5,-1,-3,10
CCCCn1c(CCC(=O)O)ccc1-c1cccs1,8,-1,-3,-5,4,2,-2,9
Cc1ccc(C(=O)N/N=C\c2ccc([N+](=O)[O-])o2)cn1,-12,-4,-7,8,11,13,-2,-1
Cc1nc(NCC2CCCO2)nc2c1C(=O)CC(C)(C)C2 (stereo not drawn),-6,2,-1,12,-19,-11,-14,14
CCc1ccccc1NC(=O)CCCSc1nc2ccccc2s1,12,11,8,9,-2,2,-7,19

# Reprinted at random: 4 records from the list, in no set order.
SMILES,UBC13 inh,Apaf1 inhib,EBI2 block,697 NFkB inh,Jurkat NFkB inh,SENP8 block,Gli-Sufu antag,CCR6 antagonist
Cc1cc(C)n2nc(C(=O)N/N=C/c3cn(C)nc3C)nc2n1,4,6,-1,-10,2,-6,6,3
Cc1nc(NCC2CCCO2)nc2c1C(=O)CC(C)(C)C2 (stereo not drawn),-6,2,-1,12,-19,-11,-14,14
CCOC(=O)/C(=N\Nc1ccccc1Cl)N1CC(C)OC(C)C1 (stereo not drawn),-17,12,11,-16,-1,-9,-8,18
CC(=O)N1CCc2cc(S(=O)(=O)C(C)CC(=O)NCc3ccc(C)o3)ccc21 (stereo not drawn),-4,-15,2,-7,5,-1,-3,10

# (cont.)
SMILES,UBC13 inh,Apaf1 inhib,EBI2 block,697 NFkB inh,Jurkat NFkB inh,SENP8 block,Gli-Sufu antag,CCR6 antagonist
CCCCn1c(N)c(N(CC(C)C)C(=O)c2cccc(S(=O)(=O)N(C)c3ccc(C)cc3)c2)c(=O)[nH]c1=O,-1,-1,-4,12,2,4,3,9
Cc1cc(C)nc(SCc2ccc(C(=O)N/N=C/c3ccncc3)cc2)n1,8,-6,-4,-10,8,-2,8,9
CCn1c(Cc2ccccc2)nnc1SCC(=O)N1CCCC1=O,-1,1,4,9,18,2,-6,-9
Cc1c(Nc2cc(N3CCCC(C)C3)c3nonc3c2[N+](=O)[O-])c(=O)n(-c2ccccc2)n1C (stereo not drawn),-20,9,-15,7,0,-7,16,29
O=C/C=C/c1c(-c2ccccc2)cc2oc3ccccc3cc1-2,-17,19,11,-26,-4,5,28,16
CCOc1cc(/C=C2/C(=N)N3C(=NC2=O)SN=C3S(C)(=O)=O)ccc1OS(=O)(=O)c1ccccc1,-17,2,-1,-12,-3,-2,-4,16
COc1ccc(Cc2nc3ccc(C(=O)NCC4COCCO4)cc3o2)cc1 (stereo not drawn),-1,7,2,5,-14,9,-36,8
Cc1ccc(OCc2cc(C(=O)N3CCCC(O)C3)no2)cn1 (stereo not drawn),5,-2,-7,5,-2,7,-12,-9
COc1ccc(-c2cc(C(=O)Nc3ccc4c(c3)OCO4)no2)cc1OC,2,-6,-4,3,-10,-7,23,9
CCCn1c(SCC(=O)c2[nH]c(C)c(C(C)=O)c2C)n[nH]c1=O,10,-23,4,9,4,1,4,5
COC(=O)c1ccccc1N/C=C/C(=O)c1ccc(Br)cc1,-6,11,14,-61,-32,4,-47,15
CCN(CC)c1ncnc2c1cnn2Cc1ccc(Cl)cc1,-1,-4,0,-31,-8,1,5,1
Cc1ccc(Cn2c(CCC(=O)O)nc3ncccc3c2=O)cc1,1,0,-1,0,-32,2,-13,-5
OCC1(CC2CCCCO2)CCN(Cc2nc3ccccc3[nH]2)CC1 (stereo not drawn),-1,9,11,-8,-14,-9,8,10
COCCOC(=O)C1=C(C)NC(=O)NC1c1cn(-c2ccccc2)nc1-c1cccs1 (stereo not drawn),-3,12,1,6,6,-11,-9,4

# A different layout for part of the listing above.
SMILES	UBC13 inh	Apaf1 inhib	EBI2 block	697 NFkB inh	Jurkat NFkB inh	SENP8 block	Gli-Sufu antag	CCR6 antagonist
CCn1c(Cc2ccccc2)nnc1SCC(=O)N1CCCC1=O	-1	1	4	9	18	2	-6	-9
Cc1c(Nc2cc(N3CCCC(C)C3)c3nonc3c2[N+](=O)[O-])c(=O)n(-c2ccccc2)n1C (stereo not drawn)	-20	9	-15	7	0	-7	16	29
O=C/C=C/c1c(-c2ccccc2)cc2oc3ccccc3cc1-2	-17	19	11	-26	-4	5	28	16

# Continued:
SMILES,UBC13 inh,Apaf1 inhib,EBI2 block,697 NFkB inh,Jurkat NFkB inh,SENP8 block,Gli-Sufu antag,CCR6 antagonist
Cc1ccnc(N2CCC(C(=O)NCc3ccccc3F)CC2)n1,3,-1,-6,7,0,-7,3,7
CC(=O)c1cccc(N(CC(=O)NC2CCCCC2)C(=O)c2csnn2)c1,0,-3,1,3,-3,3,22,24
COc1cc(-c2c(C#N)c(=O)[nH]c3c2c(C)nn3-c2ccccc2)ccc1O,12,42*,5,17,2,-4,2,-4
CCOc1cc(C2Nc3cccc4cccc(c34)N2)ccc1O,-36,15,-15,-4,-12,2,20,12
S=C(NCCN1CCOCC1)N/N=C/c1ccccc1,-2,1,19,14,8,0,3,28
CC1=NC(=O)C(N=Nc2cccc(O)c2)N1c1ccccc1 (stereo not drawn),-25,1,15,-19,-62,24,-19,9
CC(C)(C)OC(=O)NCc1ccc(NC(=O)c2nc[nH]c2C(=O)NCCCCNC(=O)c2[nH]cnc2C(=O)Nc2ccc(CNC(=O)OC(C)(C)C)cc2)cc1,4,9,-26,0,11,8,36,-8
CCOc1ccc(S(=O)(=O)NCCC(=O)OCN2C(=O)c3ccccc3C2=O)cc1,5,9,3,1,8,-5,-4,7
C=CCN1C(=O)/C(=C\c2ccc(Cl)cc2)N=C1SCC(=O)NCCC,-11,-10,1,-4,18,6,56*,-4
CC(C)C(=O)Nc1nnc(SCC(=O)Nc2ccc3c(c2)OCO3)s1,0,-5,-16,-2,7,1,8,0
CC(C)[C@H](NS(=O)(=O)c1ccccc1)C(=O)OCC(=O)NC(=O)c1cccn1C,-1,-3,-7,3,-17,27,1,-25
Cc1noc(C)c1S(=O)(=O)NCCCN1CCN(Cc2ccccc2)CC1,-7,9,.,-16,-22,-7,.,.
CSCC[C@H](NC(=O)Cc1c(C)c2cc3c4c(oc3cc2oc1=O)CCCC4)C(=O)O,-2,14,-3,-7,-7,2,6,5
COc1ccc(C(=O)OCc2ccc(C)cc2)cc1S(=O)(=O)N1CCOCC1,1,12,6,-30,-7,8,-8,8
Oc1[nH]c2ccccc2c1N=Nc1c(F)c(F)c(C(F)(F)F)c(F)c1F,-14,6,4,1,12,-5,-28,4

# Four neighbouring records out of the list so far:
SMILES,UBC13 inh,Apaf1 inhib,EBI2 block,697 NFkB inh,Jurkat NFkB inh,SENP8 block,Gli-Sufu antag,CCR6 antagonist
CC1=NC(=O)C(N=Nc2cccc(O)c2)N1c1ccccc1 (stereo not drawn),-25,1,15,-19,-62,24,-19,9
CC(C)(C)OC(=O)NCc1ccc(NC(=O)c2nc[nH]c2C(=O)NCCCCNC(=O)c2[nH]cnc2C(=O)Nc2ccc(CNC(=O)OC(C)(C)C)cc2)cc1,4,9,-26,0,11,8,36,-8
CCOc1ccc(S(=O)(=O)NCCC(=O)OCN2C(=O)c3ccccc3C2=O)cc1,5,9,3,1,8,-5,-4,7
C=CCN1C(=O)/C(=C\c2ccc(Cl)cc2)N=C1SCC(=O)NCCC,-11,-10,1,-4,18,6,56*,-4

# Further entries follow:
SMILES,UBC13 inh,Apaf1 inhib,EBI2 block,697 NFkB inh,Jurkat NFkB inh,SENP8 block,Gli-Sufu antag,CCR6 antagonist
O=S(=O)(c1ccccc1)N1CCN(C(=S)Nc2ccc(F)cc2)CC1,0,6,-5,-1,-2,-11,4,-7
Cc1cccc(C)c1NC(=S)/N=C/N(C)C,5,-12,-9,10,3,6,0,3
O=C(c1ccc(C(=O)N2CCN(c3ccccc3F)CC2)nc1)N1CCN(c2ccccc2F)CC1,3,-11,3,13,6,-2,-3,7
N#Cc1ccccc1OCC(=O)NNC(=O)CNC(=O)c1cccc(Br)c1,6,-11,1,16,1,-1,-11,3
Cc1ccccc1OCC(=O)NN1Cc2ccccc2C1=N,-1,-2,-3,12,6,9,-5,-4
Cc1nc2ccc(N)cc2s1,-8,6,-1,-10,-3,0,1,3

# Single values from above.
# For UBC13 inh, CCc1c(C)nc2cc(-c3ccc(OC)c(OC)c3)nn2c1N1CCCC1 has 12
# For Jurkat NFkB inh, Cc1cccnc1Nc1nc(-c2ccccc2)cs1 has -152

# These rows are one share of the data; rates above refer to the full screens.
